Source: PubChem
DRD3 antagonist: qHTS of D3 Dopamine Receptor Antagonist: qHTS. D3R cells, DiscoveRx beta-arrestin luminescence, antagonist mode; hits give low values. max response, negative = inhibition, %. 2.5% of 360,000 active. D(3) dopamine receptor (Homo sapiens), P35462; in the data active = max response below about -50%; inconclusive = no clear call, values can overlap the other calls; note: % is set by controls: 0 for no effect and ±100 for the full control effect; mostly tested at two doses, the higher about 12 µM
Target sequence (P35462 whole entry, looked up): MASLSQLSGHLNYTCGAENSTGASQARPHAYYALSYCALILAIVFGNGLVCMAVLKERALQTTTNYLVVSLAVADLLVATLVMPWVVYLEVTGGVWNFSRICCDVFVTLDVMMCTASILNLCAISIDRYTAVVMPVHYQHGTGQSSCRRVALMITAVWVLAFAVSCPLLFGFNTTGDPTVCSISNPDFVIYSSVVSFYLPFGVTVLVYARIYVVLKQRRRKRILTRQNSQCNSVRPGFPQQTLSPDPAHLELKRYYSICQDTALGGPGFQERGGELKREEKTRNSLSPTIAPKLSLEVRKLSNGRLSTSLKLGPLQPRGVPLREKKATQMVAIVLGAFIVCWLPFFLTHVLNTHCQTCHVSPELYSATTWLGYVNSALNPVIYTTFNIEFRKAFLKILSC
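Cells plated overnight at 1500 cells/well, then exposed to library compounds with dopamine controls for 90 minutes at 37 degrees C. DiscoveRx reagent added for 30–60 minutes at room temperature; luminescence read, quantitative HTS format.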
PI5P4K alpha inh: qHTS for Inhibitors of phosphatidylinositol 5-phosphate 4-kinase (PI5P4K); Phosphatidylinositol 5-phosphate 4-kinase type-2 alpha (Homo sapiens), P48426; PI5P4Kalpha enzyme, ADP-Glo luminescence, 60 min; hits give low values; max response, %; 1.2% of 330,000 active; AID 652105, 2013; active = max response of -50% or lower; inconclusive = between -30% and -50%; inactive = -30% or higher; note: value at the top dose of about 77 µM; % is set by controls: 0 for no effect and ±100 for the full control effect
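ADP-Glo luminescence end-point after a 60 min room-temperature kinase reaction. PI5P4Kalpha and substrate in HEPES pH 7.4 buffer with EGTA, 0.1% CHAPS and 5% DMSO; ATP at 5 microM final.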
HEK293 tox: qHTS of GLP-1 Receptor Inverse Agonists: Cytotox Screen. HEK293 cAMP-luciferase reporter cells, luminescence, 24 h. Potency, µM (titrated, usually from 38.3 µM), inactives show at the top dose activity change, negative = inhibition, actives largely listed as inhibitors. 0.13% of 410,000 active;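 note: loss of luciferase light is scored as toxicity; potency is the fitted concentration of half-maximal effect; % is set by controls: 0 for no effect and ±100 for the full control effect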
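MLSMR compounds, 24 hr on cells at 37 deg C/5% CO2; luminescence after luciferase reagent (12 min RT). Inhibition counted as the undesired cytotoxic outcome.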
IL2 activator: qHTS of IL-2 Activators | IL-2 activation reporter assay, cell-based qHTS; stimulated with anti-CD3/CD4/CD28 beads; in transgenic mouse T cells | activation, % (series mostly up to about 46 µM) | 0.065% of 360,000 active | AID 652025, 2013; in the data active = activation above about 50%; inconclusive = mostly about 30% to 49%; note: 0% is about no effect
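Using fluorescent plate cytometry, EGFP and DsRed are detected in transgenic mouse T cells stimulated 18 h at 37 degrees C with antibody-coated beads after 60 min compound pretreatment.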
PLK1 PBD block: qHTS for Inhibitors of PLK1-PDB (polo-like kinase 1 - polo-box domain): Primary Screen; 2.8% of 360,000 active; Potency, µM, without a hit: max response, negative = inhibition, most hits filed as inhibitors; AID 720504, 2013; Plk1 PBD binding of FITC phosphopeptide, fluorescence polarization; note: potency is the fitted concentration of half-maximal effect; series mostly up to about 57 µM; % is set by controls: 0 for no effect and ±100 for the full control effect; nearly all actives have a fitted effect of over 65% in size
Target sequence (P53350 whole entry, looked up, the tested form may be a part): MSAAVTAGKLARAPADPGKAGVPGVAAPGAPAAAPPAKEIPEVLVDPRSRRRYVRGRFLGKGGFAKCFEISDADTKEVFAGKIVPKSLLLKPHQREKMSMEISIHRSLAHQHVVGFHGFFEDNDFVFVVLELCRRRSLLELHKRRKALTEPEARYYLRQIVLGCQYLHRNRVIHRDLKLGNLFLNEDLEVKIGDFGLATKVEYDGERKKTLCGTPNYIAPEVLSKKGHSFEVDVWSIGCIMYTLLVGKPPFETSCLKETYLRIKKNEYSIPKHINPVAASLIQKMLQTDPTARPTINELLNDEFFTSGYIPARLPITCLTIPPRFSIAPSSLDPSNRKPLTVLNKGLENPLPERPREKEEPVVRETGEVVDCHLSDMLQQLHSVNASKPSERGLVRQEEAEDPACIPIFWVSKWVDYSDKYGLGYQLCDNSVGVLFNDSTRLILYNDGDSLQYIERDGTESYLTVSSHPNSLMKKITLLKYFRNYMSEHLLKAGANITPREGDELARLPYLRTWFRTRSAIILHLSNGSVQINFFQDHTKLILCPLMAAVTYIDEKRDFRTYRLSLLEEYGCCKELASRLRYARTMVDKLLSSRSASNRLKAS
GLP-1R inv ag: qHTS of GLP-1 Receptor Inverse Agonists (Inhibition Mode); Glucagon-like peptide 1 receptor (Homo sapiens), P43220; HEK293 GLP-1R CRE-luciferase, luminescence, 24 h; GLP-1R form is constitutively active; Potency, µM (series often up to 38.3 µM), for the others: at the top dose activity change, negative = inhibition, actives largely listed as inhibitors; 1.6% of 410,000 active; AID 624417, 2012; note: potency is the fitted concentration of half-maximal effect; % is set by controls: 0 for no effect and ±100 for the full control effect; nearly all actives have a fitted effect of over 55% in size
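Stable HEK293 clone (constitutively active GLP-1R + cAMP-response luciferase); 200 cells/uL plated, 12 h pre-culture, compound 24 hr, 37 deg C/5% CO2; detection reagent 12 min RT; luminescence.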
WRN helicase inh: qHTS for Inhibitors of WRN Helicase; WRN helicase unwinding, fluorescent forked duplex, kinetic; Bifunctional 3'-5' exonuclease/ATP-dependent helicase WRN (Homo sapiens), Q14191; 0.46% of 360,000 active; Potency, µM (series often up to 114 µM), inactives show top-dose activity change, negative = inhibition, usual class: inhibitors; note: potency is the fitted concentration of half-maximal effect; % is set by controls: 0 for no effect and ±100 for the full control effect; nearly all actives have a fitted effect of over 55% in size
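Primary qHTS, 1536-well format. 20 nM WRN + compound, 15 min RT; start with 100 nM forked fluorophore/quencher duplex, 2 mM ATP (final); kinetic read ex 525/em 598 nm.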
DRD3 agonist: qHTS of D3 Dopamine Receptor Agonist: qHTS | D3R DiscoveRx beta-arrestin cells, luminescence, 90 min | max activation, % | 0.58% of 410,000 active; in the data active = max activation above about 30%; note: 0% is about no effect; mostly tested at two doses, the higher about 12 µM
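Agonist-mode cell screen: cells plated at 1500/well and incubated overnight at 37 °C, then exposed to library compounds for 90 min at 37 °C. Detection reagent was added for 30–60 min at room temperature, and luminescence was read.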
GLP-1R agonist: qHTS of GLP-1 Receptor Agonists; 0.007% of 380,000 active; HEK293 GLP-1R CRE-luciferase, luminescence, 4-6 h; cells express a hypersensitive GLP-1R form; AID 624172, 2012; Potency, µM (series often up to 45.6 µM), for the others: at the highest dose activation, most hits filed as activators; note: potency is the fitted concentration of half-maximal effect; % of control where 0% means no effect
An asterisk follows results filed as active; ? = inconclusive; nt = not tested or not shown; [ ] = remark or other dose. Unless noted, calls come from the whole dose curve; as a rule, active = well fitted curve in the direction sought with a large enough effect; inconclusive = small, poorly fitted or top-dose-only effect, or another doubt; inactive = no such curve, though single readings can be large; an effect the other way counts as inactive or inconclusive.

molecule	DRD3 antagonist	PI5P4K alpha inh	HEK293 tox	IL2 activator	PLK1 PBD block	GLP-1R inv ag	WRN helicase inh	DRD3 agonist	GLP-1R agonist
CCn1cc(C(=O)NC2CCCCC2)c(=O)c2ccc(C)nc21	7	2	-6%	-1.2	1%	-3%	-8%	0	2%
c1ccc2c(c1)CCN(C1=Nc3cccc4cccc1c34)C2	-1	4	41%[activator]	-0.1	-13%	?	-17%	-6	14%
Cc1ccc(-c2nnn(CC(=O)N(CC(=O)NC3CCCCC3)c3cccc(F)c3)n2)o1	1	5	3%	4.5	1%	-15%	-1%	4	7%
OC(CNC1Cc2ccccc2C1)c1ccccc1 (configuration not stated)	?	1	-1%	-2.1	0%	15%	3%	-35	32%
Cc1ccc(CNS(=O)(=O)c2ccc3c(c2)NC(=O)C(C)S3)cc1 (configuration not stated)	7	6	-1%	1.3	-11%	?	5%	4	13%
Cc1ccc2[nH]cc(CCNC(=O)C3CCCCC3)c2c1	12	2	-3%	-0.5	2%	-26%	12%	0	6%
C=CCNc1nc(-c2ccc(O)c(C(N)=O)c2)cs1	-2	-58*	-15%	-1.0	3µM*	0%	-6%[57.1 µM]	4	11%
Cc1ccc(NC(=O)c2cc(-c3cc(F)ccc3OCC3CCCO3)n[nH]2)cc1NS(C)(=O)=O (configuration not stated)	33	-4	-10%	0.5	4%	?	0%	11	-5%
CC(=O)CC1c2cc(F)ccc2C=C(c2ccsc2)N1c1ccc(-c2cccnc2)cc1 (configuration not stated)	-14	-2	6%	0.9	2%	?	0%	0	0%
CC1CCN(C(=O)C2CCN(S(=O)(=O)c3cccs3)CC2)CC1	9	-8	5%	2.4	-10%	8%	-3%	-29	5%
Cc1cccc(NC(=O)COC(=O)c2n[nH]c3ccccc23)c1C	12	-1	-2%	0.2	-3%	2%	-5%	3	-5%
CCOC(=O)c1ccc2c(c1)N(Cc1ccccc1C)C(=O)c1ccccc1S2=O (configuration not stated)	-16	nt	5%	-1.9	-7%	0%	7%	-15	-11%
O=C(Cn1nnc2ccccc2c1=O)NCc1ccco1	-15	0	-2%	1.2	-5%	13%	-1%	-10	1%
Clc1ccsc1-c1ccc2ccccc2n1	11	35	-15%	-3.0	2%	8%	3%	1	2%
COCC(C)N1CCC(n2nccc2NC(=O)c2ccc3c(c2)OCO3)CC1 (configuration not stated)	16	2	-1%	1.4	3%	-10%	-4%	-10	0%
N=C1C(=O)OCC1c1ccccc1NC(=O)c1ccc(F)cc1 (configuration not stated)	-16	-3	12%	-0.4	-8%	12%	6%	-3	10%
COc1ccc(C2C(=O)c3ccccc3C2=Nc2ccc(Br)cc2)cc1 (configuration not stated)	2	-1	4%	-1.4	-9%	0%	-3%	2	-2%
Cc1ccc(Nc2nc(N)nc(CSC(=S)N3CCOCC3)n2)cc1	0	-5	2%	-3.4	-4%	0%	-2%	1	9%
Cc1onc(-c2ccccc2)c1C(=O)NC(C)C	7	3	-27%	0.8	-6%	-13%	-3%	-3	8%
CC(C)(C)n1nnnc1C(c1ccc(F)cc1)N(Cc1ccc(F)cc1)Cc1ccco1 (configuration not stated)	-18	nt	2%	-1.7	-3%	?	?	-1	-5%
COc1ncnc2c1ncn2CCCN1CCN(Cc2ccc(C)cc2)CC1	-13	7	3%	1.8	-8%	10%	-7%	-9	5%
Cc1cccc(N2CC(C(=O)Nc3ccccc3N3CCOCC3)CC2=O)c1C (configuration not stated)	-12	4	18%	0.2	-6%	0%	-11%	1	0%
O=C(CSc1nnc(Cc2ccccc2)o1)Nc1cccc(F)c1	-10	2	-9%	-2.7	-12%	6%	-1%	2	-5%
CN(C)S(=O)(=O)N1CCC(CCCC2CCN(S(=O)(=O)N(C)C)CC2)CC1	32	nt	-2%	-0.6	-6%	0%	-2%	26	1%
Cc1ccc(Nc2nc(Cl)nc3ncn(C)c23)c(C)c1	0	5	1%	-0.4	-10%	-18%	-28%	-12	1%
CCN(CC)CCN(C(=O)C1=COCCO1)c1nc2ccc(C)cc2s1	?	-2	-5%	0.5	-6%	?	8%	-18	-5%
COc1ccc2c(C)c(Cl)c(=O)oc2c1	9	0	-11%	-1.6	-2%	38%[activator]	-5%	2	1%
Cc1cccc(Nc2ccccc2C(=O)OCC(=O)NCc2ccco2)c1C	37	nt	-16%	-2.5	-8%	?	-19%[57.1 µM]	26	7%
O=[N+]([O-])c1nn(-c2ccc3c(c2)OCCO3)n(O)c1=Nc1ccc(Cl)cc1	6	nt	?	0.3	3%	?	0%	4	-11%
COc1cc(/C=C/c2cccc[n+]2C)ccc1OCC(=O)Nc1cccc(Cl)c1	-13	-14	12%	1.5	-6%	-23%	9%	9	2%

Not a retest: two of the compounds above.
molecule	DRD3 antagonist	PI5P4K alpha inh	HEK293 tox	IL2 activator	PLK1 PBD block	GLP-1R inv ag	WRN helicase inh	DRD3 agonist	GLP-1R agonist
CCn1cc(C(=O)NC2CCCCC2)c(=O)c2ccc(C)nc21	7	2	-6%	-1.2	1%	-3%	-8%	0	2%
c1ccc2c(c1)CCN(C1=Nc3cccc4cccc1c34)C2	-1	4	41%[activator]	-0.1	-13%	?	-17%	-6	14%

The list continues.
molecule	DRD3 antagonist	PI5P4K alpha inh	HEK293 tox	IL2 activator	PLK1 PBD block	GLP-1R inv ag	WRN helicase inh	DRD3 agonist	GLP-1R agonist
N#C/C(=C(/O)COC(=O)CCCNC(=O)c1ccc(Cl)cc1)c1nc2ccccc2[nH]1	18	-22	?	-1.6	0%	?	-20%	0	-8%
COc1ccc(C(=O)COC(=O)CCc2ccccc2)cc1	-16	1	-1%	-1.5	-11%	10%	-4%	-1	12%
O=C(O)C1(Nc2ccc([N+](=O)[O-])cc2[N+](=O)[O-])CCCC1	22	5	-14%	-0.4	-14%	21%	-6%	4	-5%
Cc1ccc(Cl)cc1N1CCN(S(=O)(=O)c2ccc3c(c2)OCCO3)CC1	-7	-1	11%	-0.8	-4%	10µM*	3%	-14	0%
Cc1ccc(C)c(NC(=O)COC(=O)c2nc(Cl)ccc2Cl)c1	-25	-4	5%	0.8	-8%	14%	12%	1	-6%
Cc1ccc(S(=O)(=O)NCC(=O)OCc2ccccc2)cc1	24	-2	-5%	-1.4	7%	-10%	0%[57.1 µM]	13	-3%
COc1ccc(NC(=O)Nc2ccccc2)cc1S(=O)(=O)N1CCCCC1	2	-6	-5%	-0.4	-7%	?	-7%	-2	1%
CCOC(=O)N1CCC(NC(=O)C2CCN(S(=O)(=O)N3CCCC3)CC2)CC1	-1	nt	-24%	0.1	-4%	6%	-21%	8	4%
O=C(Nc1ccc(O)cc1)C1CCCO1 (configuration not stated)	-12	nt	9%	-0.6	-4%	1%	3%	2	-5%
Cc1cc(C)n2nc(C(=O)OCC(=O)c3cc(C)n(CC4CCCO4)c3C)nc2n1 (configuration not stated)	2	0	4%	-3.2	-1%	-12%	1%	-6	5%
CNc1nc(NC)nc(-n2c(C(F)(F)F)nc3ccccc32)n1	17	-1	-17%	-2.9	-4%	?	6%[57.1 µM]	0	10%
Cc1ccc(C(C)C)c(OCC(O)CN2CCc3ccccc3C2)c1 (configuration not stated)	?	14	?	-3.0	-8%	?	-13%	-16	-2%
Cc1ccc(S(=O)(=O)NNC(=O)c2cc(C)c(C)cc2N)cc1	6	-1	-5%	-4.6	-8%	-22%	-5%	-2	-10%
Cc1ccc2[nH]c(C(=O)N/N=C/c3ccc([N+](=O)[O-])cc3)c(C)c2c1	-1	3	?	0.2	-6%	?	0%	-5	-4%
COC(=O)c1ccc(/C=C2/SC(=S)N(CCCC(=O)Nc3ccc(O)cc3)C2=O)cc1	19	3	?	-3.5	-15%	7.9µM*	-8%	-12	-2%
O=C(Cc1noc2ccccc12)NNC(=S)Nc1ccc(Cl)cc1	-18	1	-4%[7.66 µM]	1.1	-17%	-3%[7.66 µM]	-8%	-8	-3%
CC(C)NC(=O)N1CCCN(c2nc3ccc(Cl)cc3s2)CC1	2	9	11%	0.0	-14%	?	-30%	-1	3%
CC(C)N1C(=S)N(Cc2ccco2)C(=O)C1CC(=O)Nc1ccccc1 (configuration not stated)	-21	-13	17%	7.3	-8%	?	-8%	-9	-2%
Cc1cc(C)cc(CC2CC(=O)N(c3nc(C)cc(C)n3)C2=O)c1 (configuration not stated)	4	1	6%	0.7	-5%	15%	-33%	-3	2%
CCN1CCN(CCOCCOc2ccccc2)CC1	-13	-4	1%	-0.1	-3%	-9%	-5%	-13	-2%
O=C(N/N=C/c1ccc(OC(=O)c2ccccc2Cl)cc1)c1ccccn1	-15	-6	8%	0.4	0%	14%	-10%	-3	-9%
CN(C)/C(=N\S(=O)(=O)c1ccc(F)cc1)c1ccccc1	-5	4	3%	2.5	-7%	-16%	-3%[57.1 µM]	-5	3%
